HT1080 viability = HT1080 cell viability loss – fluorescence readout (AID 620); one-dose cytotoxicity, % at 10 µM; EC50 in µM for titrated hits; actives 0.42% (n = 87,000); HT1080 viability, fluorescence; higher % means a stronger effect;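 also: cells exposed to compound overnight then 4 h with Alamar Blue; 0% = vehicle DMSO and 100% = killing control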
HPDE-C7 cytotoxicity = HPDE-C7 pancreatic duct cell viability loss – fluorescence, HTS (AID 430); HPDE-C7 pancreatic duct cells viability, fluorescence; higher % means a stronger effect; one-dose cytotoxicity, % at 10 µM; EC50 in µM for titrated hits; actives 1.8% (n = 63,000);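 also: cells exposed to compound for 48 hours before viability readout; 0% = vehicle and 100% = reference cytotoxic drug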
Bfl-1 inhibitors = Bfl-1 inhibitors, primary screen, biochemical, fluorescence polarization, FITC-Bid, mouse (AID 432); displacement, % at 20 µM; hits with a dose series show IC50 in µM; actives 0.02% (n = 64,000); FITC-Bid BH3 peptide fluorescence polarization displacement; higher % means a stronger effect; in the data active = a potency from the dose series; inactive = the rest, 99 in 100 with displacement below about 15%; also: strong numbers were not always called active
Spn MK inh = blocks S. pneumoniae mevalonate kinase. inhibition, % at 10 µM. AID 555. actives 0.48% (n = 65,000). purified MK, PK/LDH-coupled NADH absorbance 340 nm;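 active = ranked among the strongest by inhibition in the single 10 µM screen, a fixed top-ranked set picked for dose follow-up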; also: no value below 0 was filed
Spn PMK inh = S. pneumoniae PMK inhibition; purified PMK, PK/LDH-coupled NADH absorbance 340 nm; inhibition, % at 10 µM; actives 0.49% (n = 65,000);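 active = top-ranked compounds by inhibition in the single 10 µM screen, taking a fixed number of the strongest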;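 also: 0% = full reaction with DMSO carrier and 100% = background rate without enzyme reaction; no value below 0 was filed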
Alkaline phosphatase = inhibition of tissue-nonspecific alkaline phosphatase – biochemical, luminescent (AID 518); purified TNAP enzyme, luminescent substrate readout; higher % means a stronger effect; inhibition, % at 20 µM, or IC50 in µM where a hit was titrated; actives 0.09% (n = 64,000); in the data active = a potency from the dose series; inactive = the rest, 99 in 100 with inhibition below about 22%;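 also: plate controls were vehicle for no effect and reference inhibitor for full effect; many of its hits are not listed in these tables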
HPDE-C7K KRASV12 = cytotoxicity in KRAS-transformed pancreatic duct cells, primary screen, cell-based, fluorescence, HTS (AID 431); cytotoxicity, % at 10 µM; hits with a dose series show EC50 in µM; actives 1.7% (n = 63,000); HPDE-C7K KRASV12 cells, Alamar Blue viability, 48 h; higher % means a stronger effect;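 active = compounds whose percent cytotoxicity in the single-dose primary screen, scaled between solvent and toxic-drug controls, exceeds 50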;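 also: 0% = DMSO solvent wells and 100% = doxorubicin-treated wells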
Spn DPM-DC inh = blocks S. pneumoniae diphosphomevalonate decarboxylase | actives 0.49% (n = 65,000) | AID 556 | calls only at 10 µM | purified DPM-DC, PK/LDH coupled NADH fluorescence;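 active = the 320 compounds with the highest percent inhibition in the single-dose primary screen, excluding strongly autofluorescent ones, cut at about 32% in these data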;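 also: kinetic rate of NADH fluorescence loss reporting ADP formed by the decarboxylase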
LYP phosphatase = LYP phosphatase inhibitors, primary screen, biochemical, DiFMUP fluorescence, recombinant catalytic domain, 10 µM (AID 606); recombinant LYP catalytic domain, DiFMUP fluorescence; higher % means a stronger effect; inhibition, % at 10 µM, or IC50 in µM where a hit was titrated; 52,000 tested, under 10 active;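 active = IC50 under 40 µM in the dose-response test; inactive = IC50 of 40 µM or more, or never dose-tested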
Spn PMK inh pilot replicates = second read-out of Spn PMK inh, no call of its own (marks repeat the call); inhibition, %; measured here: pilot screen replicates
Spn MK inh pilot replicates = further read-out of Spn MK inh, marked with its call; inhibition, %; measured here: pilot screen replicates
Spn DPM-DC inh pilot screen % = further read-out of Spn DPM-DC inh, marked with its call; inhibition, %; measured here: pilot screen trials
Starred values were filed as active, the others as inactive; i = inactive; . = not tested or not shown. Rule as the data show it, unless noted: active = cytotoxicity above about 50%; inactive = the rest. The order is random. Share with any hit: about 3.5%.

SMILES | HT1080 viability | HPDE-C7 cytotoxicity | Bfl-1 inhibitors | Spn MK inh | Spn PMK inh | Alkaline phosphatase | HPDE-C7K KRASV12 | Spn DPM-DC inh | LYP phosphatase | others
CCOc1ccc(/C(O)=C2/C(=O)C(=O)N(Cc3cccnc3)C2c2ccc(N(C)C)cc2)c(C)c1 (stereo not drawn) | -1% | 1% | 1% | 3 | 0 | 5% | -1% | i | -1%
CC(=O)N1CCCc2cc(S(=O)(=O)N(C)CCC#N)ccc21 | 7% | -4% | -5% | 9 | 2 | 8% | -1% | i | .
COc1cc(C2N=C(c3ccccc3)NO2)cc(Br)c1O (stereo not drawn) | 7% | -3% | -4% | 10 | 0 | 12% | 12% | i | -2% | Spn PMK inh pilot replicates=0.0;Spn MK inh pilot replicates=3.0;Spn DPM-DC inh pilot screen %=1.5
NC(=O)CSc1c[nH]c2ccccc12 | 17% | -1% | -3% | 1 | 2 | 11% | 6% | i | -10%
CSCC[C@@H](C(=O)Nc1ccc2c(c1)OCCO2)N1Cc2ccccc2C1=O | -1% | -4% | -2% | 6 | 8 | 7% | -1% | i | 15%
CCOC(=O)c1c(C)c(C(=O)NCCCN2CCCC2=O)c(C)n1CC | 2% | -10% | -9% | 7 | 1 | 7% | -1% | i | .
COc1cccc(-c2cc(C(=O)Nc3cnn(Cc4ccc(F)cc4)c3)no2)c1 | 14% | . | 4% | 6 | 5 | 16% | . | i | .
CCC1CCCCN1Cc1nc2c(c(=O)n(C)c(=O)n2C)n1Cc1ccccc1 (stereo not drawn) | -3% | -6% | 2% | 3 | 11 | 13% | -7% | i | 6%
CCC(=O)Nc1cc(C)c(NC(=O)C23CC4CC(CC(C4)C2)C3)cn1 | -3% | -8% | 5% | 5 | 12 | 10% | -6% | i | 10% | Spn PMK inh pilot replicates=0.0;Spn MK inh pilot replicates=0.0;Spn DPM-DC inh pilot screen %=0.0
Fc1cc(Br)ccc1Nc1nc2ccccc2n2nnnc12 | 6% | 10% | -14% | 6 | 13 | 10% | 12% | i | 0%
CCOC(=O)n1c(SCC(=O)N(CC)CC)nc2ccccc21 | -9% | -12% | -2% | 7 | 7 | 5% | -6% | i | 2% | Spn PMK inh pilot replicates=7.5;Spn MK inh pilot replicates=1.0;Spn DPM-DC inh pilot screen %=3.0
O=C(c1cc(-c2ccc(Cl)c(Cl)c2)on1)N1CCN(c2ccccc2)CC1 | 13% | -4% | -6% | 1 | 12 | 2% | -1% | i | 3%
CCn1nnnc1-c1ccc(OC)c(S(=O)(=O)NCc2ccccc2)c1 | -2% | -28% | -8% | 8 | 4 | 8% | -16% | i | 7%
Cc1nc(SCC(=O)Nc2ccnc3ccccc23)n[nH]1 | -4% | -15% | -19% | 4 | 0 | -2% | -20% | i | .
Cc1ccccc1OCc1nnc(SCC(=O)Nc2ccc3c(c2)OCO3)n1C | -2% | -12% | 5% | 9 | 18 | 12% | -5% | i | .
O=S(=O)(NCc1ccccc1)c1ccc(S(=O)(=O)N(Cc2ccccn2)Cc2ccco2)cc1 | 5% | -7% | -6% | 0 | 12 | 1% | -6% | i | -2%
COc1ccc(S(=O)(=O)N2CC(C)N(S(=O)(=O)c3ccc(OC)cc3)CC2C)cc1 (stereo not drawn) | 3% | -4% | 6% | 7 | 6 | 3% | -1% | i | 10%
CC(C)Cc1ccc(C(C)C(=O)N2CCOCC2)cc1 (stereo not drawn) | -2% | 3% | -1% | 20 | 0 | -3% | -1% | i | 8%
CCO/C(C)=N/n1c2nc3ccccc3nc2c2c(=O)n(Cc3ccccc3Cl)c(C)nc21 | -3% | 2% | -23% | 1 | 13 | 6% | 6% | i | 7%
Cc1ccccc1N1C(=O)[C@@H]2Cc3ccccc3CN2C1=O | -5% | -12% | -14% | 15 | 9 | 6% | -8% | i | .
COc1ccccc1CC1(C)NC(=O)N(CC(=O)N2CC(C)OC(C)C2)C1=O (stereo not drawn) | -5% | -22% | 1% | 7 | 12 | 6% | -2% | i | 1%
COc1ccc(Oc2coc3cc(OC(=O)N4CCOCC4)ccc3c2=O)cc1 | 11% | -6% | -1% | 5 | 5 | 10% | 4% | i | 9%
COC(=O)c1ccccc1NC(=O)COC(=O)c1cccnc1 | 14% | -13% | 2% | 0 | 0 | 4% | -6% | i | 1%
CNC(=O)Nc1ccccc1C(=O)NCc1ccccc1 | -4% | -23% | 0% | 7 | 0 | 6% | -9% | i | 0%
CCOc1ccc(N2C(=O)CC(N3CCN(C4CCc5ccccc5C4)CC3)C2=O)cc1 (stereo not drawn) | 3% | 5% | -4% | 4 | 8 | -9% | 3% | i | 1%

Overlap with the part before: 5 compounds; new compounds follow.
SMILES | HT1080 viability | HPDE-C7 cytotoxicity | Bfl-1 inhibitors | Spn MK inh | Spn PMK inh | Alkaline phosphatase | HPDE-C7K KRASV12 | Spn DPM-DC inh | LYP phosphatase | others
COc1ccccc1CC1(C)NC(=O)N(CC(=O)N2CC(C)OC(C)C2)C1=O (stereo not drawn) | -5% | -22% | 1% | 7 | 12 | 6% | -2% | i | 1%
COc1ccc(Oc2coc3cc(OC(=O)N4CCOCC4)ccc3c2=O)cc1 | 11% | -6% | -1% | 5 | 5 | 10% | 4% | i | 9%
COC(=O)c1ccccc1NC(=O)COC(=O)c1cccnc1 | 14% | -13% | 2% | 0 | 0 | 4% | -6% | i | 1%
CNC(=O)Nc1ccccc1C(=O)NCc1ccccc1 | -4% | -23% | 0% | 7 | 0 | 6% | -9% | i | 0%
CCOc1ccc(N2C(=O)CC(N3CCN(C4CCc5ccccc5C4)CC3)C2=O)cc1 (stereo not drawn) | 3% | 5% | -4% | 4 | 8 | -9% | 3% | i | 1%
O=C(CCCn1c(=O)c2sccc2n(Cc2ccc(F)cc2)c1=O)NCc1ccco1 | 2% | 8% | 3% | 6 | 18 | 7% | 0% | i | 4% | Spn PMK inh pilot replicates=4.0;Spn MK inh pilot replicates=3.0;Spn DPM-DC inh pilot screen %=1.0
Cc1onc(-c2c(Cl)cccc2Cl)c1C(=O)Nc1ccc2c(c1)OCCO2 | 10% | -13% | -3% | 0 | 0 | -2% | -24% | i | -4%
CCCCCC(C)n1[nH]c(=O)c2c(C)cc(C)nc21 (stereo not drawn) | -2% | -22% | -5% | 7 | 20 | 6% | -23% | i | 2%
COc1cc(C2CC(=O)NC3=C2C(=O)CC(C)(C)C3)ccc1O (stereo not drawn) | 29% | 1% | 5% | 0 | 18 | 6% | -8% | i | . | Spn PMK inh pilot replicates=5.5;Spn MK inh pilot replicates=1.5;Spn DPM-DC inh pilot screen %=0.0
CCOC(=O)C1C(C#N)=C(N)OC(C)=C1c1ccncc1 (stereo not drawn) | -12% | . | -5% | 14 | 11 | 10% | . | i | 6%
O=C(COc1ccc(Br)cc1)N1CCCCCC1 | -4% | -6% | 4% | 3 | 0 | 7% | -2% | i | 8%
CC1(C)CNC(=O)C=C(c2ccccc2)C1 | . | -6% | 0% | 0 | 7 | -2% | -8% | i | .
Cc1ccc2cccc(SCC(=O)N3CCOCC3)c2n1 | 9% | 12% | 6% | 6 | 11 | 6% | 10% | . | 4% | Spn PMK inh pilot replicates=1.0;Spn MK inh pilot replicates=6.0
CCN1CCN(c2ncc(C(=O)Nc3cc(Cl)c(OC)cc3OC)c3ccccc23)CC1 | 5% | 16% | 0% | 13 | 18 | 4% | 12% | i | 9%
O=C(OCC(=O)N1CCOCC1)c1ccccc1SCC(=O)N1CCCC1 | -2% | -14% | -5% | 5 | 11 | 5% | -7% | i | -13%
Cc1cc(=O)n2nc(N3CCC(C(=O)NCc4cccnc4)CC3)sc2n1 | 5% | . | -5% | 0 | 18 | 7% | . | i | 2%
CCCCNC(=O)CSc1nc2ccccc2c(=O)n1C1CCCC1 | -2% | -3% | -8% | 2 | 11 | 13% | 4% | i | 13%
O=C(Cn1nnc(-c2ccccc2)n1)NCc1ccc2c(c1)OCO2 | 2% | -10% | 3% | 1 | 5 | 6% | -5% | i | 8%
CCOC(=O)N1CCC(N2Cc3cccc(C(=O)NCc4ccc(C)cc4)c3C2=O)CC1 | 4% | -11% | 4% | 11 | 3 | 9% | -8% | i | 4%
Clc1ccc(Cc2nnc(-c3ccccc3Br)o2)cc1 | -4% | -9% | 6% | 5 | 12 | 10% | -4% | i | -4%
Cc1ccccc1-n1c(C)nnc1SCC(=O)NCC1CCCO1 (stereo not drawn) | -1% | 1% | -4% | 2 | 14 | 0% | -2% | i | 8%
Cc1nn2c(N3CCCC3)cc(C(C)C)nc2c1-c1ccccc1 | 0% | -15% | -9% | 6 | 6 | 11% | -12% | i | 14%
CCC1c2ccc(C)n2CCN1C(=O)Nc1ccccc1C(=O)OC (stereo not drawn) | 0% | -5% | -3% | 6 | 16 | 4% | -4% | i | 14%
COc1ccc(-c2nnc(SCC(=O)OC3CCCCC3)o2)cc1OC | -3% | 0% | 4% | 2 | 8 | 8% | -14% | i | 9%
CCOC(=O)c1cnc(-n2nc(C)cc2C)nc1NCc1ccc2c(c1)OCO2 | -6% | . | -7% | 8 | 13 | 14% | . | i | -4%
O=C(CN1CCOCC1)N1CCCc2c1c(=O)oc1ccc(OCc3ccccc3)cc21 | -8% | -2% | 1% | 3 | 9 | 17% | 8% | i | . | Spn PMK inh pilot replicates=0.0;Spn MK inh pilot replicates=0.0;Spn DPM-DC inh pilot screen %=12
CCN1CCN(S(=O)(=O)c2cc(OC)ccc2OC)CC1 | 1% | -6% | -8% | 12 | 9 | 14% | -3% | i | .
COc1cccc(OCCOCCN(C)CCO)c1 | 1% | 2% | 3% | 1 | 0 | 2% | 3% | i | -2% | Spn PMK inh pilot replicates=4.0;Spn MK inh pilot replicates=1.0;Spn DPM-DC inh pilot screen %=1.0
CCn1c(=O)n(CC(=O)N2CCN(c3ccccc3F)CC2)c(=O)c2ccccc21 | -1% | -11% | 2% | 0 | 14 | 10% | 2% | i | .
COc1ccc(CNC(=O)c2noc3c2CCCCC3)cc1 | -2% | -13% | -1% | 11 | 13 | 3% | -10% | i | 0%
(cont.)
SMILES | HT1080 viability | HPDE-C7 cytotoxicity | Bfl-1 inhibitors | Spn MK inh | Spn PMK inh | Alkaline phosphatase | HPDE-C7K KRASV12 | Spn DPM-DC inh | LYP phosphatase | others
O=S(=O)(Nc1ccc2c(c1)OCCO2)c1cccs1 | 8% | 4% | -1% | 6 | 10 | 13% | 4% | i | -2%
CCOc1ccc(-c2n[nH]c(C)c2Oc2ccccc2OC)c(O)c1 | -11% | -2% | 3% | 7 | 10 | -8% | 2% | i | 15%
C/C(N)=C(/C#N)C(=O)CSc1nnnn1-c1ccc(C)cc1C | -2% | -18% | -10% | 4 | 7 | 9% | -10% | i | 10%
CCOC(=O)c1c[nH]c2c3c(ccc2c1=O)CCCC3 | 23% | 11% | -6% | 8 | 6 | 8% | -3% | i | 2%
O=C(CSc1ccc(Cl)cc1)c1ccco1 | 0% | -13% | 2% | 10 | 0 | 2% | -1% | i | .
O=C1C=C(O)CC(c2ccco2)C1 (stereo not drawn) | 6% | -21% | 4% | 2 | 0 | 9% | -16% | i | -9%

High-throughput results deposited in PubChem by several laboratories.
